HepG2 viability: qHTS for Inhibitors of TGF-b: Cytotox Counterscreen; HepG2 CAGA-GFP viability, ATP luminescence, 18 h; Potency, µM (top dose mostly 46.1 µM), for the others: top-dose activity change, negative = cytotoxicity, actives largely listed as cytotoxic; 410,000 tested, 0.76% active; AID 588856, 2011; note: potency is the fitted concentration of half-maximal effect; some results filed as inactive show a strong effect at the top dose
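HepG2 CAGA-GFP cells (1000/well, DMEM with 1% FBS) received compound, then TGF-beta at 500 pg/mL final, and were incubated 18 hours at 37 degrees C. Viability was read by CellTiter-Glo luminescence. Media-only wells were set as complete cell-killing and DMSO as no toxicity.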
Nrf2 inh: Nrf2 qHTS screen for inhibitors; 360,000 tested, 2.1% active; A549 ARE-Fluc reporter, luciferase luminescence, 18-24 h; Potency, µM (doses to about 46 µM), for inactives: at the top dose activity change, negative = inhibition, hits mostly inhibitors; note: potency is the fitted concentration of half-maximal effect; % is set by controls: 0 for no effect and ±100 for the full control effect; nearly all actives have a fitted effect of over 60% in size
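Quantitative HTS in A549 cells stably bearing an antioxidant response element-firefly luciferase construct. Inhibition of Nrf2-driven transcription was scored by luminescence after 18-24 h of compound exposure at 37 °C.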
pAkt inh: HTS Assay for Inhibitors of Akt Phophorylation: Primary Screen; AID 651550, 2012; 360,000 tested, 0.32% active; Neuro2A IGF-stimulated pAkt S473 HTRF, 20 min; hits give low values; activity change, % for hits at 50 µM; in the data active = activity change below about -80%; inconclusive = mostly about -51% to -80%; note: % is set by controls: 0 for no effect and ±100 for the full control effect
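Single-point screen (50 µM final compound) in Neuro2A cells stimulated 20 min with 6 nM IGF at 37 deg C. After lysis, Ser473-phosphorylated Akt read by HTRF (ex 330 nm, em 615/665 nm) as the 665/615 ratio.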
MmCpn inh: Inhibitors of TCP-1 ring complex (TRiC) of Methanococcus maripaludis (MmCpn): qHTS; Potency, µM (doses to about 76.9 µM), inactives show at the top dose activity, negative = inhibition, actives largely listed as inhibitors; Chaperonin Mm-Cpn (Methanococcus maripaludis); AID 504842, 2011; 330,000 tested, 0.031% active; purified Mm-Cpn ATPase, ADP Transcreener TR-FRET; note: potency is the fitted concentration of half-maximal effect; % is set by controls: 0 for no effect and ±100 for the full control effect; nearly all actives have a fitted effect of over 80% in size
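Eu-cryptate anti-ADP/ADP-d2 competition gives a ratio inversely related to ADP. Enzyme at 25 nM was pre-exposed to compound for 10 min, then given 10 uM ATP for 30 min, 37°C throughout.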
Abeta rescue: qHTS for compounds that reverse cellular toxicity of Amyloid beta (A-beta) peptide in yeast: Primary Screen | yeast expressing A-beta42, growth rescue, OD600, 48 h; response scale: 0% DMSO, 100% iron-clioquinol control | Potency, µM (highest dose often 46.1 µM), for inactives: top-dose growth rescue, usual class: activators | 410,000 tested, 0.063% active | AID 1347071, 2019; note: potency is the fitted concentration of half-maximal effect; nearly all actives have a fitted effect of over 55% in size
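Yeast A-beta toxicity model in growth medium with pinned compounds, 48 h at 30 C; growth read as absorbance at 600 nm. Normalized to FeCl3/clioquinol equimolar mix (positive) and DMSO (negative).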
CCT modulator: High-Throughput Screening for Modulators of Cytosolic Chaperonin Activity. purified chaperonin ATPase assay, HTRF ADP detection, 30 min. 360,000 tested, 0.3% active. activity change, % (concentration not given with the values), hits read low; in the data active = activity change below about -30%; note: % is set by controls: 0 for no effect and ±100 for the full control effect
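First, chaperonin was dispensed at 40 nM or 20 nM final depending on batch activity. Next, compounds were pinned at 76 uM and ATP added at 10 uM. After 30 min at 37 °C, ADP detection reagents ran 30 min at ambient temperature.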
TGFb SMAD3 inh: qHTS for Inhibitors of TGF-b. 410,000 tested, 1.2% active. Potency, µM (titrated, usually from 46.1 µM), for inactives: top-dose activity, negative = inhibition, actives largely listed as inhibitors. HepG2 CAGA-GFP TGF-b/SMAD3 reporter, GFP fluorescence, 18 h; TGF-beta stimulated, 500 pg/mL final; note: potency is the fitted concentration of half-maximal effect; % is set by controls: 0 for no effect and ±100 for the full control effect; nearly all actives have a fitted effect of over 65% in size
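Read-out: total well GFP (ex488/em500-530) summed from mean per-cell fluorescence. Cells: HEPG2 CAGA-GFP, 1% FBS DMEM, 18 h at 37 degrees C with 500 pg/mL final TGF-beta. Unstimulated wells served as the full-inhibition control; stimulated DMSO wells = 0%.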
A549 viability: Nrf2 qHTS screen for inhibitors: counterscreen for cytotoxicity; A549 ARE-Fluc cells, CellTiter-Fluor viability, 18-24 h; Potency, µM (doses to about 46 µM), for inactives: at the highest dose activity change, negative = cytotoxicity, hits mostly inhibitors; 390,000 tested, 0.16% active; note: potency is the fitted concentration of half-maximal effect; % is set by controls: 0 for no effect and ±100 for the full control effect
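A549 ARE-Fluc cells in 5% FBS OPTI-MEM, 5000 cells/well, rested 2 h then exposed to compounds in concentration-response for 18-24 h at 37 °C. Viability by CellTiter-Fluor fluorescence (Ex 405/Em 525) after 30 min; luciferase luminescence (BugLite, 15 min, RT) read afterwards.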
Nrf2 activator: qHTS of Nrf2 Activators; AREc32 ARE-luciferase reporter (MCF7-derived line), luminescence, 24 h; Potency, µM (titrated, usually from 46.1 µM), inactives show at the highest dose activation, most hits filed as activators; 410,000 tested, 0.31% active; AID 624171, 2012; note: potency is the fitted concentration of half-maximal effect; % of control where 0% means no effect; nearly all actives have a fitted effect of over 65% in size
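Luminescent ARE reporter assay in AREc32_Fluc cells: overnight plating at 37 deg C, 24 hr compound incubation, Steady-Glo added, 30 min RT before reading.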
* hit, by the source's call; i = inactive; ? = inconclusive; . = no result given; & = joins results of further samples; [ ] = another dose, or the depositor's remark. Unless noted, calls come from the whole dose curve; as a rule, active = well fitted curve in the direction sought with a large enough effect; inconclusive = small, poorly fitted or top-dose-only effect, or another doubt; inactive = no such curve, though single readings can be large; an effect the other way counts as inactive or inconclusive. Rows are unselected; 4.3% or so of the library scored in one or more.

no. | SMILES | HepG2 viability | Nrf2 inh | pAkt inh | MmCpn inh | Abeta rescue | CCT modulator | TGFb SMAD3 inh | A549 viability | Nrf2 activator
1 | CCn1c(=O)n(CC)c2cc(N3CCCC3)c(NC(=O)c3ccc(C)cc3)cc21 | -29% | 5% | i | -2% | . | 0.4 | -12% | -3% | 3.3%
2 | Cc1ccc(NC(=O)CS(=O)CC(=O)NC(C)CCc2ccco2)cc1Cl (stereo not given) | -3% | -6% | i | -2% | 14% | -2.0 | 0% | -8% | 0.3%
3 | CC1CN(C(=O)c2ccc(S(=O)(=O)Nc3cccc(C(F)(F)F)c3)cc2)CC(C)O1 (stereo not given) | -9% | 13µM* | i | -2% | 20% | -1.7 | -2% | -9% | 0.6%
4 | CCOc1ccc(OCCCCn2cnc3ccccc3c2=O)cc1 | -17% | ? | i | 1% | 3% | -0.7 | -13% | 2% | 1.9%
5 | O=CN1CCc2scc[n+]2-c2ccccc21 | -3% | -1% | i | 2% | 14% | -0.1 | 6% | 3% | 0.0%
6 | Cc1cc(Nc2nc3ccccc3[nH]c2=O)n(-c2ccccc2)n1 | -5% | ? | i | -1% | -11% | 2.3 | 10µM* | -29% | 0.3%
7 | O=C(Nc1ccccc1)C12CC3CC(C1)CC(n1cnc([N+](=O)[O-])n1)(C3)C2 | -8% | 11% | i | 0% | -3% | 0.0 | -22% | -7% | -0.1%
8 | O=C(NC(Nc1nc2ccccc2s1)(C(F)(F)F)C(F)(F)F)c1ccccc1 | -31% | 10% | i | 0% | -3% | -1.8 | -1% | 6% | 0.5%
9 | COc1ccccc1NS(=O)(=O)c1cc(NC(=O)CCNC(C)=O)ccc1C | -14% | -3% | i | 0% | -8% | -4.3 | -26% | -3% | -0.6%
10 | Cc1onc(-c2ccccc2)c1CNS(=O)(=O)c1cccc(Br)c1 | 5% | -18% | i | 0% | 17% | -0.1 | 0% | -12% | -0.2%
11 | CCOc1ncccc1-c1nc(-c2cccs2)no1 | -4% | ? | i | -1% | -20% | -1.4 | -15% | 14% | 10µM*
12 | CCOC(=O)C1=C(O)/C(=C/c2ccc(OCC(=O)O)c(OCC)c2)SC1=Nc1ccc(OC)cc1 | 2% | -15% | i | 1% | -3% | -5.9 | -7% | -14% | 0.2%
13 | CCN(CC)c1ccc(C2C3CCCCC3(O)CCN2CC(=O)N2CCCCC2)cc1 (stereo not given) | -26% | 8% | i | 0% | -4% | -1.4 | 0% | -13% | 0.7%
14 | CCc1nnc(NC(=O)CSc2nnc(-c3cccnc3)n2C)s1 | 2% | -8% | i | -1% | 1% | -4.1 | 8% | -1% | 0.2%
15 | CC(=O)Nc1ccc(NC(=O)CN(C)S(=O)(=O)c2ccc3c(c2)CCC(=O)N3)cc1 | 2% | -2% | i | 0% | 3% | 0.4 | 16% | -3% | -0.9%
16 | CCOc1ccccc1OCCCC(=O)N1CCN(S(=O)(=O)c2ccc(C)cc2)CC1 | -20% | -1% | i | 2% | 0% | 0.9 | -10% | 1% | -0.5%
17 | CC(C)C(=O)c1cn(CC(=O)N2CCCc3ccccc32)c2ccccc12 | 0% | . | . | -1% | 16% | -3.7 | -9% | -4% | -0.3%
18 | NC(=O)c1ccsc1NC(=O)COC(=O)COc1ccccc1F | 3% | 11% | i | 0% | 13% | -2.0 | -5% | 0% | -0.8%
19 | Cc1ccc(P(=O)(CSC(=N)N)c2ccc(C)cc2)cc1 | -34% | ? | i | -3% | 5% | -1.7 | -5% | -2% | ?
20 | COC(=O)Cc1cc(=O)[nH]c(/N=C(\N)Nc2cccc(C)c2)n1 | 4% | 14% | i | -2% | -19% | -1.8 | 4% | 1% | 2.8%
21 | COc1cc(C#N)c(NS(=O)(=O)c2ccc3[nH]c(=O)sc3c2)cc1OC | -3% | -1% | i | ? | 4% | -2.4 | 0% | -6% | 0.2%
22 | CCc1cc(C)c(O)c(CC)n1 | 4% | -1% | . | -1% | 9% | -1.9 | 6% | 0% | 0.5%
23 | COc1ccc(CN(C)C(=O)c2cccc(NC(=O)CC3SC(N4CCCCC4)=NC3=O)c2)c(OC)c1 (stereo not given) | -13% | 8.2µM* | i | . | -1% | -1.8 | -28% | -26% | -1.3%
24 | COC(=O)c1[nH]c2cc(C)ccc2c1NC(=O)CN1CCN(c2ccccc2OC)CC1 | -20% | ? | . | 1% | 13% | -2.2 | 5% | -4% | 4.3%
25 | CC(C)c1ccc(NC2CCCN(C(=O)c3ccoc3)C2)cc1 (stereo not given) | -21% | ? | i | -1% | 1% | -0.5 | -18% | 19% | 9.8%
26 | Cc1ccc(-c2cc(N)n(Cc3cccc(Cl)c3)n2)cc1 | 82% | ? | . | . | 12% | . | 83%[activator] | -9% | 4.7%
27 | CCN(CC(=O)NCc1ccc(F)cc1)C(=O)C1CCN(S(=O)(=O)c2ccc(C(C)C)cc2)CC1 | -22% | ? | i | -2% | 7% | -1.2 | -18% | 0% | 0.2%
28 | COc1ccc(CN2CCN(Cc3cc(=O)oc4cc(C)ccc34)CC2)c(OC)c1OC | -21%&-32% | -12%&-9% | i | 4% | 8%&-14% | 1.9 | ? | -9%&-20% | 3.4%&7.5%
29 | COc1ccc(C(=O)Nc2nnc(SCC(=O)NCC3CCCO3)s2)cc1OC (stereo not given) | 9% | 20% | i | -6% | 8% | -3.0 | 11% | -3% | -1.0%
30 | CC(C)c1ccc(NC(=O)C2CCN(C(=O)[C@@H]3Cc4ccccc4CN3)CC2)cc1 | -24% | 12% | i | 3% | -9% | -4.2 | -7% | 9% | 2.7%

Part of the list above in order of length of the SMILES, largest number first:
no. | SMILES | HepG2 viability | Nrf2 inh | pAkt inh | MmCpn inh | Abeta rescue | CCT modulator | TGFb SMAD3 inh | A549 viability | Nrf2 activator
12 | CCOC(=O)C1=C(O)/C(=C/c2ccc(OCC(=O)O)c(OCC)c2)SC1=Nc1ccc(OC)cc1 | 2% | -15% | i | 1% | -3% | -5.9 | -7% | -14% | 0.2%
30 | CC(C)c1ccc(NC(=O)C2CCN(C(=O)[C@@H]3Cc4ccccc4CN3)CC2)cc1 | -24% | 12% | i | 3% | -9% | -4.2 | -7% | 9% | 2.7%
24 | COC(=O)c1[nH]c2cc(C)ccc2c1NC(=O)CN1CCN(c2ccccc2OC)CC1 | -20% | ? | . | 1% | 13% | -2.2 | 5% | -4% | 4.3%
16 | CCOc1ccccc1OCCCC(=O)N1CCN(S(=O)(=O)c2ccc(C)cc2)CC1 | -20% | -1% | i | 2% | 0% | 0.9 | -10% | 1% | -0.5%
13 | CCN(CC)c1ccc(C2C3CCCCC3(O)CCN2CC(=O)N2CCCCC2)cc1 (stereo not given) | -26% | 8% | i | 0% | -4% | -1.4 | 0% | -13% | 0.7%
9 | COc1ccccc1NS(=O)(=O)c1cc(NC(=O)CCNC(C)=O)ccc1C | -14% | -3% | i | 0% | -8% | -4.3 | -26% | -3% | -0.6%
17 | CC(C)C(=O)c1cn(CC(=O)N2CCCc3ccccc32)c2ccccc12 | 0% | . | . | -1% | 16% | -3.7 | -9% | -4% | -0.3%
6 | Cc1cc(Nc2nc3ccccc3[nH]c2=O)n(-c2ccccc2)n1 | -5% | ? | i | -1% | -11% | 2.3 | 10µM* | -29% | 0.3%
14 | CCc1nnc(NC(=O)CSc2nnc(-c3cccnc3)n2C)s1 | 2% | -8% | i | -1% | 1% | -4.1 | 8% | -1% | 0.2%
4 | CCOc1ccc(OCCCCn2cnc3ccccc3c2=O)cc1 | -17% | ? | i | 1% | 3% | -0.7 | -13% | 2% | 1.9%
22 | CCc1cc(C)c(O)c(CC)n1 | 4% | -1% | . | -1% | 9% | -1.9 | 6% | 0% | 0.5%

Further structures.
no. | SMILES | HepG2 viability | Nrf2 inh | pAkt inh | MmCpn inh | Abeta rescue | CCT modulator | TGFb SMAD3 inh | A549 viability | Nrf2 activator
31 | C=CCc1ccccc1Oc1cc(F)nc(N)n1 | 0% | 1% | i | 0% | 12% | -8.5 | 1% | 2% | 0.3%
32 | COC(=O)[C@H](CC(C)C)NC(=O)/C=C/[C@H]1O[C@@H](n2cc(C)c(=O)[nH]c2=O)C[C@@H]1O | -1% | . | i | . | 6% | 1.0 | 2% | . | 0.6%
33 | Cc1cc(Br)ccc1OCC(=O)N1CCCCCC1 | -24% | 19% | i | 2% | -2% | -0.7 | -10% | -1% | -0.5%
34 | O=C(CN1CCCCC1)N/N=C/c1ccccc1OCc1ccccc1 | -29% | 6% | i | 0% | -3% | -0.7 | 5% | 8% | 0.6%
35 | CC1CN(C)C(C)C/C1=N\Oc1ccc([N+](=O)[O-])cc1 (stereo not given) | -12% | 9% | i | -1% | 0% | 0.7 | 2% | -6% | 2.0%
36 | Cc1ccc(CNC(=S)NCc2ccncc2)cc1 | -10% | ? | i | 1% | -12% | -2.0 | 1% | -4% | -0.1%
37 | COc1ccc(OC)c(-c2cc(C(=O)N3CCCc4ccccc43)no2)c1 | 0% | ? | i | 0% | 2% | -0.1 | 5% | 5% | -0.3%
38 | O=C(O)CCN1CCc2ccccc2C1c1ccncc1 (stereo not given) | -2% | -4% | i | 1% | -7% | -0.1 | 3% | 19% | 0.5%
39 | CCOc1ccc(C(=O)Nc2cc(C)on2)cc1 | -12% | . | . | 0% | 13% | -1.2 | -6% | 0% | -0.1%
40 | Cc1cc(C(=O)COc2cccnc2[N+](=O)[O-])c(C)n1Cc1cccs1 | 2% | ? | i | -1% | 7% | -0.2 | 0% | -3% | 0.3%
